Screens from PubChem.
D3 antag – antagonists of human D3 dopamine receptor; max response, negative = inhibition, %; AID 652054; hit rate 2.5% among 360,000; D3R cells, DiscoveRx beta-arrestin luminescence, antagonist mode; hits give low values; P35462; in the data active = max response below about -50%; inconclusive = no clear call, values can overlap the other calls; note: % is set by controls: 0 for no effect and ±100 for the full control effect; mostly tested at two doses, the higher about 12 µM
Target sequence (P35462 whole entry, looked up): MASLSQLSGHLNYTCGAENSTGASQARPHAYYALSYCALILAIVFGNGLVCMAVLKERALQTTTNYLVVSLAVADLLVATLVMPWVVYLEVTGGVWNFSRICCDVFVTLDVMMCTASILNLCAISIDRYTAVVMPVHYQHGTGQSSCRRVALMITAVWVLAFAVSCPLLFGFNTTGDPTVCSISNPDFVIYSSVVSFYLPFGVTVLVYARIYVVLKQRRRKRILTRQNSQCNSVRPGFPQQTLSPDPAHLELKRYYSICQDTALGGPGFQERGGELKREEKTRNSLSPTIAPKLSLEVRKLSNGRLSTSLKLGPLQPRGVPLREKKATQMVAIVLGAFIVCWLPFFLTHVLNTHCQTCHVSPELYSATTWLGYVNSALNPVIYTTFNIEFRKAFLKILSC
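Cells expressing the human receptor were seeded at 1500 cells/well, incubated overnight at 37 degrees C in 5% CO2, then exposed to library compounds with dopamine controls for 90 minutes at 37 degrees C before luminescent detection.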
KB-V1 MDR tox – kills drug-selected multidrug resistant KB-V1 cells. AID 1347076. Potency, µM (highest dose often 46.1 µM), without a hit: top-dose activity change, negative = cytotoxicity, actives largely listed as cytotoxic. KB-V1 MDR cells viability, CellTiter-Glo, 72 h. hit rate 3.4% among 400,000; note: potency is the fitted concentration of half-maximal effect; % is set by controls: 0 for no effect and ±100 for the full control effect; nearly all actives have a fitted effect of over 60% in size
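KB-V1, DMEM (no phenol red) + 10% FBS; cpd pin-transferred, titration series; 72 h, 37 degrees C; CellTiter-Glo, luminescence. Data normalized, curve-fit.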
DRD3 agonist – D3 dopamine receptor (human) agonism | P35462 | D3R DiscoveRx beta-arrestin cells, luminescence, 90 min | max activation, % | hit rate 0.58% among 410,000 | AID 652048; in the data active = max activation above about 30%; note: 0% is about no effect; mostly tested at two doses, the higher about 12 µM
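Agonist-mode cell screen: cells plated at 1500/well and incubated overnight at 37 °C, then exposed to library compounds for 90 min at 37 °C. Detection reagent was added for 30–60 min at room temperature, and luminescence was read.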
GLP1R cytotox – cytotoxicity counter-screen for GLP-1 receptor inverse agonists. AID 624418. Potency, µM (series often up to 38.3 µM), inactives show top-dose activity change, negative = inhibition, usual class: inhibitors. HEK293 cAMP-luciferase reporter cells, luminescence, 24 h. hit rate 0.13% among 410,000;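 note: loss of luciferase light is scored as toxicity; potency is the fitted concentration of half-maximal effect; % is set by controls: 0 for no effect and ±100 for the full control effect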
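Seeding density was 200 cells/uL; after overnight-length (12 h) culture, 23 nL compounds went on for 24 h at 37 °C. Readout used a luciferase detection reagent, luminescence taken after 12 min at room temperature.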
GLP1R ag – activates the human GLP-1 receptor; HEK293 GLP-1R CRE-luciferase, luminescence, 4-6 h; cells express a hypersensitive GLP-1R form; P43220; hit rate 0.007% among 380,000; Potency, µM (highest dose often 45.6 µM), for inactives: at the top dose activation, usual class: activators; AID 624172; note: potency is the fitted concentration of half-maximal effect; % of control where 0% means no effect
Target sequence (P43220 whole entry, looked up): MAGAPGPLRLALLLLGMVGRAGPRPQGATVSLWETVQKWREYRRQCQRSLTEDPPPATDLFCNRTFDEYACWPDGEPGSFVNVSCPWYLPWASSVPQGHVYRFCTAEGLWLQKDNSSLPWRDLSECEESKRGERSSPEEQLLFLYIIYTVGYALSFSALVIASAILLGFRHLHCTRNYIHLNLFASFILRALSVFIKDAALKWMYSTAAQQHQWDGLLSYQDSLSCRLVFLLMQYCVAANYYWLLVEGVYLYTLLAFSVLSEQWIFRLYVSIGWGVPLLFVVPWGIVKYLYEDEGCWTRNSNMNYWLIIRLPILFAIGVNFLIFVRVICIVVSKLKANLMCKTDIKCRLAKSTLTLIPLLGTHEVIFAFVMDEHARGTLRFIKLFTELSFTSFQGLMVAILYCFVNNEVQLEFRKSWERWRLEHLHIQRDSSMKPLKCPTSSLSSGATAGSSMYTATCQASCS
aSyn yeast inh – inhibitors of alpha-synuclein toxicity in yeast; Yeast expressing alpha-synuclein, growth rescue, BacTiter-Glo, 24 h; Potency, µM (titrated, usually from 46.1 µM), for the others: at the top dose growth rescue (activation), hits mostly activators; hit rate 0.14% among 370,000; AID 652106; note: potency is the fitted concentration of half-maximal effect; % of control where 0% means no effect; nearly all actives have a fitted effect of over 65% in size
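Galactose-induced alpha-syn yeast (OD600=0.02, raffinose-pregrown) + pinned cpd, 24 hr, 30 deg C; growth by BacTiter-Glo luminescence. Growth restoration scores as activation.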
GLP-1R inv ag – GLP-1 receptor (human) inverse agonism. HEK293 GLP-1R CRE-luciferase, luminescence, 24 h; GLP-1R form is constitutively active. Potency, µM (highest dose often 38.3 µM), inactives show top-dose activity change, negative = inhibition, usual class: inhibitors. hit rate 1.6% among 410,000. AID 624417; note: potency is the fitted concentration of half-maximal effect; % is set by controls: 0 for no effect and ±100 for the full control effect; nearly all actives have a fitted effect of over 55% in size
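Cells are plated, allowed 12 hours at 37 deg C, then treated with compounds for 24 hr before luciferase detection reagent is added and luminescence is read after 12 min at room temperature. The HEK293 line carries constitutively active GLP-1R with a cAMP-responsive reporter.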
TDP-43 yeast inh – rescues yeast growth from TDP-43 toxicity; TDP-43 expressing yeast growth rescue, BacTiter-Glo, 24 h; hit rate 1.8% among 410,000; Potency, µM (highest dose often 46.1 µM), without a hit: at the highest dose growth rescue (activation), most hits filed as activators; note: potency is the fitted concentration of half-maximal effect; % of control where 0% means no effect; nearly all actives have a fitted effect of over 50% in size
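Cell-based yeast growth screen: TDP-43 expression induced in galactose, inoculum OD600=0.02 after raffinose pregrowth to mid-log. Read-out BacTiter-Glo luminescence at 24 hr, 30 deg C; inhibition of toxicity seen as signal increase.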
PTHR1 agonist – activates the human parathyroid hormone receptor PTHR1. Q03431. HEK293 GP2 PTHR1 cells, GloSensor cAMP luminescence, 1 h. Potency, µM (highest dose often 115 µM), for inactives: top-dose activation, most hits filed as activators. hit rate 0.075% among 410,000. AID 743266; note: potency is the fitted concentration of half-maximal effect; nearly all actives have a fitted effect of over 55% in size; some results filed as inactive show a strong effect at the top dose; inactives centre near -15; many of its hits are not listed in these tables
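HEK-293-derived GP2 cells expressing PTHR1 and a GloSensor cAMP reporter, 3,000/well, plated overnight, given luciferin plus IBMX (each 0.5 mM as added) for 1 h at 37 °C, then compound for 1 h at 37 °C. Luminescence was read after 15 min at room temperature.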
* hit, by the source's call; i = inactive; ? = inconclusive; / = not tested or not shown; [ ] = dose if it differs, or a comment. Unless noted, calls come from the whole dose curve; as a rule, active = well fitted curve in the direction sought with a large enough effect; inconclusive = small, poorly fitted or top-dose-only effect, or another doubt; inactive = no such curve, though single readings can be large; an effect the other way counts as inactive or inconclusive. Only part of the results is shown, so the mix of outcomes need not match the whole.

Under each structure – D3 antag	KB-V1 MDR tox	DRD3 agonist	GLP1R cytotox	GLP1R ag	aSyn yeast inh	GLP-1R inv ag	TDP-43 yeast inh	PTHR1 agonist
> Cc1ccc(-c2csc3nc(SCC(=O)Nc4ccc(Cl)c(C(=O)O)c4)[nH]c(=O)c23)cc1
    -29	-15%	-4	-6%	-6%	-8%	-4%	1%	-23%
> COCCN1C(=O)/C(=C/c2cc3c(cc2Br)OCO3)NC1=S
    3	-9%	4	?	5%	-5%	0%	20µM*	-42%[inhibitor]
> CCCCC(=O)Nc1ccc(S(=O)(=O)Nc2nccc(C)n2)cc1
    12	17%	1	4%	-3%	5%	6%	17%	i
> Cc1ccccc1Nc1nc2nonc2nc1N1CCOCC1
    12	-28%	5	-2%	0%	0%	4%	?	i
> Cn1c(Cc2ccccc2)nnc1SCC(=O)NCCc1ccccc1
    0	-4%	-4	4%	11%	0%	17%	16%	-19%
> Cc1cc(C)c2cc(C)c(SCC(=O)NCc3ccco3)nc2c1
    3	-28%	4	-19%	-1%	10%	?	5%	-74%[inhibitor]
> O=C(c1cccc(Cl)c1)N1CCN(c2ccccn2)CC1
    8	-13%	2	3%	17%	-6%	15%	-2%	-11%
> Cn1c(CCN2CCCCC2)nc2cc(NS(=O)(=O)c3ccc(F)cc3)ccc21
    -66*	0%	-4	-22%	3%	-5%	-27%	-17%	?
> CS(=O)(=O)N(CC(=O)Nc1ccccc1Sc1ccccc1)c1cccc(Br)c1
    14	-18%	3	-12%	0%	9%	-75%	13%	i
> C=CCN(Cc1cccc(OC)c1OC)C(=O)Oc1ccccc1
    -9	-11%	-3	-3%	7%	20%	?	14%	-31%[inhibitor]
> CC1C(C#N)=C(N)OC2=C1C(=O)CCC2 (stereo not given)
    8	-1%	1	8%	17%	18%	12%	17%	-1%
> Cc1cc(C)c2c(=O)cc(C(=O)Nc3sc4c(c3C(=O)NCC3CCCO3)CCCC4)oc2c1 (stereo not given)
    /	0%	7	-1%	/	/	16%	24%	i
> Cc1ccc(C(C)(C)C)cc1S(=O)(=O)NC(=O)c1ccccc1
    3	-2%	12	-3%	1%	0%	-23%	-1%	-19%
> O=C(c1cccc(Br)c1)N1CCN(C2=NS(=O)(=O)c3ccccc32)CC1
    8	-12%	2	4%	-6%	3%	13%	-13%	i
> O=c1[nH]c2cc3c(cc2cc1CN(CCc1ccccc1)Cc1nnnn1CC1CCCO1)OCO3 (stereo not given)
    5	3%	3	-15%	-9%	?	0%	-12%	-12%[57.5 µM]
> Nc1ccc(NS(=O)(=O)c2ccccc2)cc1
    6	0%	11	-9%	5%	2%	1%	10%	i
> CCOC(=O)c1ccc(Oc2nc(OC)nc(N(C)C)n2)cc1
    13	-17%	1	-13%	6%	1%	1%	20%	0%
> Cc1ccc(-c2nc3s/c(=C\c4ccco4)c(=O)n3n2)cc1
    -18	14%	-4	42%[activator]	-3%	-3%	9%	-21%	i
> CCOc1cc(C(=S)N2CCCC2)ccc1O
    -5	1%	2	-2%	-2%	0%	6%	?	-8%
> Cc1cnc(C(=O)OCC(=O)Nc2ccc(C)c(S(=O)(=O)N(C)C)c2)cn1
    7	3%	2	-16%	2%	-1%	16%	11%	i
> O=C(CS(=O)(=O)c1ccc(Cl)c(Cl)c1)Nc1ccccc1Cl
    ?	0%	-5	10%	2%	13%	-6%	0%	i
> CCOC(=O)c1c(-c2ccccc2)oc2cc(Br)c(O)c(C=O)c12
    19	-16%	-2	-12%	1%	0%	-11%	-12%	-14%
> O=C(/C=C/c1ccc(Br)o1)OCc1ccccc1
    5	8%	3	-2%	1%	-5%	-27%	17%	i
> COc1cccc(CNC(=O)C2CCC(=O)N(CC3CCCCC3)C2)c1OC (stereo not given)
    8	1%	5	-21%	2%	-3%	6%	-25%	i
> CC(C)(C)c1ccc(-c2nc3c(C#N)c(-c4ccc5c(c4)OCO5)ccn3n2)cc1
    -1	0%	-2	52%[activator]	-13%	-1%	-3%	10%	i
> CCOC(=O)[C@@H]1[C@H]2COc3ccc(Br)cc3[C@@H]2N2C(=O)N(c3ccc(F)cc3)C(=O)[C@@]12C
    9	1%	-5	?	-6%	-7%	-12%	2%	-5%
> CC(NCc1ccc(-c2ccccc2)cc1)C(O)c1ccccc1 (stereo not given)
    4	0%	-8	?	-5%	0%	7.9µM*	-8%	-7%
> Cc1[nH][nH]c(=O)c1C(c1ccc(-c2cccc(C(=O)O)c2)o1)c1c(C)[nH][nH]c1=O
    -17	9%	-8	-15%	2%	-4%	-2%	-15%	i
> Cc1ccc(C(=O)Nc2ccc3cn[nH]c3c2)cc1S(=O)(=O)N1CCCCC1
    33	?	0	-5%	1%	1%	-23%	15%	-13%
> CNC(=S)NNC(=O)c1c(C)nc2cc(C)ccn12
    ?	8%	3	-10%	3%	-6%	11%	-6%	i
> COc1cccc(-n2ccn(CC(=O)NCCc3ccccc3)c(=O)c2=O)c1
    0	-22%	5	-6%	-4%	-1%	17%	-3%	9%
> COc1ccc(C(C)=O)cc1CSc1nnc(Nc2ccc(C)cc2C)s1
    -17	?	-11	-36%	16%	?	?	20µM*	-1%
> COCCn1c(SCC(=O)Nc2ccc(F)cc2)nc2ccccc2c1=O
    1	-2%	0	1%	8%	4%	19%	10%	-11%
> CC(NC(=O)CN1C(=O)c2cccnc2Oc2ccc(Cl)cc21)c1ccccc1 (stereo not given)
    /	3%	-6	0%	/	/	-21%	25%	i
> Cc1csc(=O)n1CC(=O)OC(C)C(=O)Nc1ccc(F)c(F)c1F (stereo not given)
    -17	6%	-16	8%	1%	-2%	5%	-12%	-20%
> COc1ccccc1CNC(=O)[C@H](C)N1C(=O)N2CCc3c([nH]c4ccccc34)[C@@]2(C)C1=O
    -11	0%	-10	1%	2%	2%	?	-6%	-93%[inhibitor]
> Cc1ccc(O)c(-c2cc(C(=O)NCc3ccc4c(c3)OCO4)[nH]n2)c1
    -7	10%	-5	-9%	3%	-1%	16%	0%	-7%
> COc1cc(CC(=O)OCC(=O)NCc2ccc(C)cc2)cc(OC)c1OC
    -1	8%	-3	5%	-2%	3%	18%	13%	i
> O=C(Nc1cccc(F)c1)C1CCCN(S(=O)(=O)c2ccccc2)C1 (stereo not given)
    -16	?	-9	-5%	-8%	0%	?	?	-70%[inhibitor]
> COC(=O)c1ccc([C@@H]2Nc3c(cccc3C(F)(F)F)[C@@H]3C=CC[C@@H]32)cc1
    /	19%	9	4%	/	/	-17%	0%[9.22 µM]	i
> CN(C)CCCNC1CS(=O)(=O)CC1O (stereo not given)
    ?	?	-16	24%	-10%	-3%	4%	-2%	i
> CC(=O)Nc1ccc(S(=O)(=O)NCCC(=O)N2CCC(Cc3ccccc3)CC2)cc1
    -4	?	-3	0%	6%	-2%	?	7%	-69%[inhibitor]
> Cc1ccc(-n2[nH]c(C)c(/C=N/Nc3ccc([N+](=O)[O-])cc3[N+](=O)[O-])c2=O)cc1C
    -30	13µM*	-8	?	-27%	-21%	8%	-34%[inhibitor]	-59%[inhibitor]
> CC(=O)Oc1cc2c(C(C)=O)coc2c2ccccc12
    -12	-17%	-2	0%	-5%	2%	31%	2%	-15%[57.5 µM]
> O=C1C(C2=NC(c3ccccn3)C3C(=O)N(c4ccc(Cl)cc4Cl)C(=O)C23)=C(O)c2ccccc21 (stereo not given)
    2	?	-8	0%	-4%	-2%	-19%	-15%	i
> CC(=O)c1ccc(S(=O)(=O)Nc2ccc(C(=O)N3CCC3)cc2)cc1
    14	-4%	-2	4%	-10%	-1%	2%	21%	i
> COc1ccccc1NC(=O)c1cc(OC)c(OC)cc1[N+](=O)[O-]
    -2	1%	-1	9%	6%	1%	7%	-3%	i
> CCOC(=O)N1CCN(CC(=O)Nc2c(C(=O)OC)[nH]c3cccc(Cl)c23)CC1
    ?	3%	40*	6%	-1%	-1%	7%	-10%	i
> Cc1cc(C)c2c(n1)sc1c(=O)n(-c3ccccc3)c(=O)[nH]c12
    -11	30%	13	8%	0%	1%	7%	-16%	i
> COc1ccc(C)cc1NC(=O)CCN1CCN(c2ccccc2)CC1
    ?	-1%	39*	5%	15%	-7%	?	-8%	-22%
> CCC(=O)N1CCc2cc(CNS(=O)(=O)c3ccc(NC(=O)CC(C)C)cc3)ccc21
    /	/	0	-9%	/	/	?	?	-44%[inhibitor]
> CCOC(=O)c1c(C)oc2c1c1c(c3ccccc32)OCN(Cc2ccccn2)C1
    0	-21%	-11	?	3%	3%	-34%	-11%	-25%[57.5 µM]
> Cc1ccc2cccc(NC3OC(=O)c4ccccc43)c2n1 (stereo not given)
    -10	11%	-1	-9%	5%	-7%	-12%	1%	i
> Cc1cc(=O)n(-c2ccc3ccccc3n2)[nH]1
    ?	?	1	12%	0%	-10%	8%	0%	-31%[inhibitor][57.5 µM]
> COc1cccc(OC)c1C(=O)NC(=O)Nc1c(F)c(F)c(F)c(F)c1F
    4	-20%	-5	0%	4%	-3%	8%	-4%	i

Structures shown so far containing two or more sulfur atoms (three):
Under each structure – D3 antag	KB-V1 MDR tox	DRD3 agonist	GLP1R cytotox	GLP1R ag	aSyn yeast inh	GLP-1R inv ag	TDP-43 yeast inh	PTHR1 agonist
> Cc1ccc(-c2csc3nc(SCC(=O)Nc4ccc(Cl)c(C(=O)O)c4)[nH]c(=O)c23)cc1
    -29	-15%	-4	-6%	-6%	-8%	-4%	1%	-23%
> CS(=O)(=O)N(CC(=O)Nc1ccccc1Sc1ccccc1)c1cccc(Br)c1
    14	-18%	3	-12%	0%	9%	-75%	13%	i
> COc1ccc(C(C)=O)cc1CSc1nnc(Nc2ccc(C)cc2C)s1
    -17	?	-11	-36%	16%	?	?	20µM*	-1%
